IL-2 act = IL-2 activation. activation, % (series mostly up to about 46 µM). actives 0.065% (n = 360,000). IL-2 activation reporter assay, cell-based qHTS; stimulated with anti-CD3/CD4/CD28 beads; in transgenic mouse T cells. AID 652025; in the data active = activation above about 50%; inconclusive = mostly about 30% to 49%; also: 0% is about no effect
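Quantitative HTS in unstimulated transgenic mouse T cells, with memory T cells as non-tolerant control and PMA/ionomycin as tolerance-bypass control. Compound pretreatment lasted 60 minutes before 18 h bead stimulation; EGFP/DsRed fluorescence read.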
PTHR1 agonist = PTHR1 (human) receptor agonism | actives 0.075% (n = 410,000) | HEK293 GP2 PTHR1 cells, GloSensor cAMP luminescence, 1 h | Q03431 | Potency, µM (highest dose often 115 µM), without a hit: top-dose activation, hits mostly activators; also: potency is read from the fitted curve at half-maximal effect; nearly all actives have a fitted effect of over 55% in size; some results filed as inactive show a strong effect at the top dose; inactives centre near -15; many of its hits are not listed in these tables
Target sequence (Q03431 whole entry, looked up): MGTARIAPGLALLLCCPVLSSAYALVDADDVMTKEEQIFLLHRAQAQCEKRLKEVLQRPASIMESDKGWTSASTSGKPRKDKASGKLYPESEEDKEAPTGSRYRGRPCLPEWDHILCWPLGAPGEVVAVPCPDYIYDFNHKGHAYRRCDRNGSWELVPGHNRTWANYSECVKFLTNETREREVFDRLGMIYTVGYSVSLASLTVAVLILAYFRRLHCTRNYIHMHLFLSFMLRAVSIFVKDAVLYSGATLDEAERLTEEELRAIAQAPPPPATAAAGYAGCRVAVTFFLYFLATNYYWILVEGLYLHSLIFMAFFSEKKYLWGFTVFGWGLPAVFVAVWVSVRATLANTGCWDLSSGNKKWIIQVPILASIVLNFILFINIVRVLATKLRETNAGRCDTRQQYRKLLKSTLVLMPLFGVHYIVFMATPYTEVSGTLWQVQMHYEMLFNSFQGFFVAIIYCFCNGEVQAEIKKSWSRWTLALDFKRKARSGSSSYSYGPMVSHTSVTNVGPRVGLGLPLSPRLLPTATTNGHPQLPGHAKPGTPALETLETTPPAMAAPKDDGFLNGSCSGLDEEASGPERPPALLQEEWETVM
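HEK-293-derived GP2 cells expressing PTHR1 and a GloSensor cAMP reporter, 3,000/well, plated overnight, given luciferin plus IBMX (each 0.5 mM as added) for 1 h at 37 °C, then compound for 1 h at 37 °C. Luminescence was read after 15 min at room temperature.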
PI5P4Ka inh = blocks human PI5P4K alpha kinase activity | actives 1.2% (n = 330,000) | PI5P4Kalpha enzyme, ADP-Glo luminescence, 60 min; active compounds read low | max response, % | P48426; active = max response of -50% or lower; inconclusive = between -30% and -50%; inactive = -30% or higher; also: value at the top dose of about 77 µM; % is scaled to controls: 0 for no effect and ±100 for the full control effect
Target sequence (P48426 whole entry, looked up): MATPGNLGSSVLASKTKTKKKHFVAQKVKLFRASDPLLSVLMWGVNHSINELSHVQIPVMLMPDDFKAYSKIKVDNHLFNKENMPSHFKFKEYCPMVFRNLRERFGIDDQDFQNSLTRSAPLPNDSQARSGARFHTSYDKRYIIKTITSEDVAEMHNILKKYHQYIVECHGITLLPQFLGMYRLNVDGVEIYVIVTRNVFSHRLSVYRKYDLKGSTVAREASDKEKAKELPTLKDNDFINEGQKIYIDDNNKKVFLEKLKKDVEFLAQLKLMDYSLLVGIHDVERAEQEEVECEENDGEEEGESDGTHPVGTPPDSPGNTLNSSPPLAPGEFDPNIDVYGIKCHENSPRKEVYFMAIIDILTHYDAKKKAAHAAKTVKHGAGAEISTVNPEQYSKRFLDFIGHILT
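qHTS, 1536-well: enzyme/substrate mix, compound by pin tool, 5 microM ATP final; RT 60 min; ADP-Glo reagents 1 (45 min) then 2 (30 min); luminescence.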
EPAC1 antag = EPAC1 (human) antagonism; O95398; EPAC1 GEF assay, Rap1b-BODIPY-GDP exchange fluorescence; Potency, µM (series often up to 115 µM), for inactives: at the highest dose activity change, negative = inhibition, hits mostly inhibitors; actives 0.14% (n = 360,000); AID 720709;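 also: potency is read from the fitted curve at half-maximal effect; plate controls were vehicle for no effect and positive control for full effect; nearly all actives have a fitted effect of over 50% in size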
GLP1R inv ag = acts as inverse agonist at human GLP-1 receptor. HEK293 GLP-1R CRE-luciferase, luminescence, 24 h; GLP-1R form is constitutively active. Potency, µM (top dose mostly 38.3 µM), for inactives: at the top dose activity change, negative = inhibition, actives largely listed as inhibitors. actives 1.6% (n = 410,000). AID 624417; also: potency is read from the fitted curve at half-maximal effect; % is scaled to controls: 0 for no effect and ±100 for the full control effect; nearly all actives have a fitted effect of over 55% in size
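Assay principle: reduced luminescence from a cAMP-responsive reporter in HEK293 cells co-expressing a constitutively active GLP-1R. Conditions: 24 hr compound incubation, 37 deg C, 5% CO2.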
HEK293 tox = cytotoxic in the GLP-1 receptor inverse agonist counter-screen. HEK293 cAMP-luciferase reporter cells, luminescence, 24 h. Potency, µM (top dose mostly 38.3 µM), inactives show at the highest dose activity change, negative = inhibition, actives largely listed as inhibitors. actives 0.13% (n = 410,000). AID 624418;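 also: loss of luciferase light is scored as toxicity; potency is read from the fitted curve at half-maximal effect; % is scaled to controls: 0 for no effect and ±100 for the full control effect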
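To flag toxic compounds, the library was rerun on cells for 24 hr at 37 deg C and 5% CO2. Viability-linked luminescence was captured 12 min after adding luciferase detection reagent.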
GLP-1R agonist = activates the human GLP-1 receptor. P43220. HEK293 GLP-1R CRE-luciferase, luminescence, 4-6 h; cells express a hypersensitive GLP-1R form. Potency, µM (top dose mostly 45.6 µM), without a hit: at the highest dose activation, most hits filed as activators. actives 0.007% (n = 380,000); also: potency is read from the fitted curve at half-maximal effect; % of control where 0% means no effect
EPAC1 ag = activates human EPAC1 exchange factor; O95398; EPAC1 agonist qHTS, biochemical assay; response scale: 100% = response to 6.5 mM cAMP; Potency, µM (titrated, usually from 154 µM), for inactives: top-dose activation, actives largely listed as activators; actives 0.073% (n = 360,000); AID 720707; also: potency is read from the fitted curve at half-maximal effect; nearly all actives have a fitted effect of over 60% in size
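Nucleotide exchange assay: 100 nM EPAC1 with 250 nM Rap1B loaded with BODIPY-GDP and 50 uM GDP, room temperature. Fluorescence (480/540 nm) read every 5 min for 30 min; signal change normalized to 6.5 mM cAMP as full agonist.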
PLK1 PBD block = blocks phosphopeptide binding to human PLK1 polo-box domain | Plk1 PBD binding of FITC phosphopeptide, fluorescence polarization | Potency, µM, without a hit: max response, negative = inhibition, hits mostly inhibitors | actives 2.8% (n = 360,000) | P53350 | AID 720504; also: potency is read from the fitted curve at half-maximal effect; series mostly up to about 57 µM; % is scaled to controls: 0 for no effect and ±100 for the full control effect; nearly all actives have a fitted effect of over 65% in size
* marks the source's active call; other numbers are inactive results; i = inactive; ? = inconclusive; nt = not tested or not shown; & = joins results of further samples; [ ] = another dose, or the depositor's remark. Unless noted, calls follow the shape of the dose curve; as a rule, active = well fitted curve in the direction sought with a large enough effect; inconclusive = small, poorly fitted or top-dose-only effect, or another doubt; inactive = no such curve, though single readings can be large; an effect the other way counts as inactive or inconclusive. These rows are one share of the data; count on the stated rates, not on these rows.

SMILES	IL-2 act	PTHR1 agonist	PI5P4Ka inh	EPAC1 antag	GLP1R inv ag	HEK293 tox	GLP-1R agonist	EPAC1 ag	PLK1 PBD block
CCc1cc(=O)oc2c(CNCc3ccc(OC)cc3OC)c(O)c(Cl)cc12	-0.8	i	-5	-14%	17%	109%[activator]	-1%	-4%	6%
COc1ccc(N(C(=O)c2ccco2)C(C(=O)NC2CCCC2)c2ccc(C)cc2)c(OC)c1 (configuration not stated)	-2.5	-3%	-6	-17%	?	4%	6%	1%	-15%
O=C(CCn1nc(-c2ccccc2)c2ccccc2c1=O)NN1CCOCC1	0.8	i	3	-6%	13%	1%	6%	7%	-4%
COc1cc(/C=C2/NC(=O)NC2=O)cc(Br)c1OCc1ccc(C(=O)O)cc1	-0.8	i	8	79µM*	-2%	6%	-3%	18%	-13%
Cc1ccc(CSc2nnc(-c3cccnc3)o2)cc1	-2.1	i	6	6%	17%	0%	20%	2%	-9%
Cc1[nH]c(C)c2c(=O)n(Cc3ccccc3Cl)ncc12	0.2	i	0	21%	18%	-25%	10%	9%	-8%
CCOC(=O)c1c(NC(C)=O)sc(/C(C)=N/Nc2ccc(C(=O)O)cc2)c1C	0.2	-20%	4	-14%	21%	-1%	12%	-9%	?
CCCNS(=O)(=O)c1ccc2c(c1)n(C)c(=O)n2C	1.0	i	-4	-15%	2%	-8%	-1%	-3%	-9%
CCOCC(=O)Nc1nc2ccc(OCC)cc2s1	17	i	5	-12%	12%	3%	2%	-8%	-2%
CCn1c(SCC(=O)N2CCOCC2)nc2c([nH]c3ccccc32)c1=O	-2.4	-5%	3	27%	2%	-29%	1%	0%	-1%
COc1ccc(S(=O)(=O)Nc2ccc3c(c2)CC(=O)N([C@H](C)CO)C[C@H](C)[C@H](CN(C)C(=O)Nc2ccc4c(c2)OCO4)O3)cc1	1.4	i	1	-4%	-3%	-10%	-1%	-1%	-9%
CCC1(C)Cc2c(sc3nc(SCC(=O)c4ccccc4)[nH]c(=O)c23)CO1 (configuration not stated)	1.0	-8%	9	-13%	?	9%	9%	4%	-5%
CCOC(=O)C(CC)c1cc2n(c(=O)c1C#N)CCC21OCCO1 (configuration not stated)	-0.2	-8%	0	12%	19%	3%	-1%	-7%	2%
O=C1S/C(=C\c2ccc(O)c([N+](=O)[O-])c2)C(=O)N1c1ccccc1Cl	-0.1	-92%[inhibitor]	?	56µM*	?	?	-2%	-22%	?
O=C(N/C(=C/c1cccnc1)C(=O)N1CCOCC1)c1ccccc1Cl	0.1	i	3	-1%	2%	-6%	-1%	4%	-2%
Cc1ccc2nc(CCl)[n+]([O-])c(-c3ccccc3)c2c1	0.0	-45%[inhibitor]	?	10%	32%[activator]	1%	14%	-3%	3.4µM*
COc1ccc(C2CC(c3cccs3)=NN2C(=O)CSc2nc(=O)n3ccccc3n2)cc1 (configuration not stated)	-3.9	-25%	0	23%	56%[activator]	-12%	-13%	5%	-7%
COc1ccc(C(=O)C2CCCN(C(=O)Cn3cncn3)C2)cc1OC (configuration not stated)	-0.3	i	3	14%	23%	-5%	-5%	3%	3%
CC[C@]1(C(=O)OC)[C@H]2C(=O)N(C)C(=O)[C@H]2[C@H]2CN=C(SC)N21	-0.4	i	-6	2%	-2%	2%	-3%	11%	-12%
CN(C)P(=O)(Nc1cccc2ccccc12)Nc1cccc2ccccc12	-0.3	-82%[inhibitor]	-3	7%	?	?	-15%	6%	-4%
Cc1cc(C)cc(N(C(=O)c2cccs2)C2C=CS(=O)(=O)C2)c1 (configuration not stated)	2.2	5%	-2	27%	2%	8%	0%	3%	-25%
Cc1csc(SC(C)C(=O)NCC2CCCO2)n1 (configuration not stated)	1.9	-9%	4	9%	-15%	10%	-3%	-2%	-9%
Cc1ccc(S(=O)(=O)N2CCN(C(=O)CN3CCCC3)C2)cc1	0.2	5%[57.5 µM]	2	-7%	8%	75%[activator]	1%	-6%	-7%
Cc1nc2c(-c3ccccc3)c(C)nn2c(C)c1CCC(=O)NC(C)c1ccccc1 (configuration not stated)	nt	-19%	nt	nt	0%	8%	1%	nt	nt
NS(=O)(=O)c1ccc(CCNC(=O)c2ccc(OCC3CCCO3)cc2)cc1 (configuration not stated)	-0.9	8%	0	-15%	19%	-7%	2%	10%	8%
Cc1ccccc1-c1nc(S(=O)(=O)c2ccccc2)c(NCCN2CCOCC2)o1	-1.9	i	-3	-5%	7%	7%	-3%	3%	?
CN(C)CCCNC(=O)N1c2ccccc2Sc2ccccc21	-3.0	i	5	2%	?	?	9%	-5%	-18%
CCS(=O)(=O)N1N=C(c2cccc(NS(C)(=O)=O)c2)CC1c1ccc(C)cc1 (configuration not stated)	7.4	0%	0	-2%	-6%	-4%	10%	-1%	70%[activator]
CC(=O)c1ccc(OCCCC(=O)NC2CCC(C)CC2)cc1 (configuration not stated)	-2.8	-18%	2	-1%	10%	-4%	14%	-5%	-3%
CCCSc1nc(=O)n2cc(C)ccc2n1	-0.6	i	nt	2%	8%	-11%	-2%	0%	-1%
Cc1cccc(C(=O)Nc2ccc(NC(=O)Cc3ccc(Cl)cc3)cc2)c1	-0.3	i	-5	14%	16%	6%	0%	-3%	-2%
O=C(NC1CCCC1)C(c1ccccc1)N(C(=O)c1ccco1)C1CCCC1 (configuration not stated)	-2.5	-1%	nt	3%	13µM*	?	5%	8%	-8%
O=C(c1cnn2c(C(F)(F)F)cc(-c3cccs3)nc12)N1CCN(Cc2ccccc2)CC1	0.6	i	-5	-17%	-24%	-2%	1%	-3%	0%
Cc1ccc2cc(CN(Cc3ccco3)C(=S)NCC3CCCO3)c(=O)[nH]c2c1C (configuration not stated)	-4.1	i	-3	-1%	-26%	-15%	17%	-4%	-5%
CCCCn1c(SCC(=O)N2CCC(C)CC2)nc2ccsc2c1=O	-1.3	12%[57.5 µM]	nt	-5%	?	0%	8%	6%	-4%
COC(C(=O)Nc1cccc([N+](=O)[O-])c1)c1ccccc1 (configuration not stated)	0.4	-18%	-1	-15%	11%	7%	8%	-6%	-7%
Cc1ccc(C(=O)OC(C)CN2C(C)CCCC2C)cc1 (configuration not stated)	0.4	i	7	20%	1%	-3%	8%	9%	-5%
Cc1ccc(CNC(=O)Nc2ccc(F)cc2F)n1C	-2.1	-7%	-3	-11%	14%	1%	0%	2%	-18%
Nc1c(C(=O)Nc2ccccc2)sc2nc(-c3ccco3)ccc12	0.5	-34%	nt	11%	-30%	192%[activator]	-5%	-7%	-21%
O=C(NC(=S)Nc1ccc2oc(=O)ccc2c1)c1ccccc1F	-4.3	-23%	0	-8%	16%	-22%	9%	6%	2%

Arranged by molecular weight (rising): 5 of the compounds above
SMILES	IL-2 act	PTHR1 agonist	PI5P4Ka inh	EPAC1 antag	GLP1R inv ag	HEK293 tox	GLP-1R agonist	EPAC1 ag	PLK1 PBD block
Cc1ccc(CNC(=O)Nc2ccc(F)cc2F)n1C	-2.1	-7%	-3	-11%	14%	1%	0%	2%	-18%
COC(C(=O)Nc1cccc([N+](=O)[O-])c1)c1ccccc1 (configuration not stated)	0.4	-18%	-1	-15%	11%	7%	8%	-6%	-7%
Nc1c(C(=O)Nc2ccccc2)sc2nc(-c3ccco3)ccc12	0.5	-34%	nt	11%	-30%	192%[activator]	-5%	-7%	-21%
O=C(NC(=S)Nc1ccc2oc(=O)ccc2c1)c1ccccc1F	-4.3	-23%	0	-8%	16%	-22%	9%	6%	2%
Cc1ccc2cc(CN(Cc3ccco3)C(=S)NCC3CCCO3)c(=O)[nH]c2c1C (configuration not stated)	-4.1	i	-3	-1%	-26%	-15%	17%	-4%	-5%

Additional records follow:
SMILES	IL-2 act	PTHR1 agonist	PI5P4Ka inh	EPAC1 antag	GLP1R inv ag	HEK293 tox	GLP-1R agonist	EPAC1 ag	PLK1 PBD block
CC(=O)NNc1ncnc2c1cnn2-c1ccccc1	2.2	-19%	0	5%	6%&1%	1%&1%	-1%	-12%	-5%
COc1ccc(C(=O)NCCc2nnc3ccc(SCC(=O)N4CCOCC4)nn23)cc1	-0.1	i	2	14%	2%	-3%	-1%	-2%	6%
COC(=O)c1ccc2nc(-c3ccc(Cl)cc3)c(Cc3ccsc3)n2c1	-0.2	-24%	-1	-3%	-16%	1%	-6%	11%	3%
O=c1[nH]n(-c2ccc(Cl)cc2)c2ncccc12	0.0	-3%[57.5 µM]	nt	-6%	0%	-13%	6%	6%	-4%
CCNS(=O)(=O)c1ccc(CCC(=O)Nc2ccc(C(=O)OC)cc2)cc1	0.3	i	-1	-28%	-7%	0%	1%	9%	-5%
CC(C)C1C(=O)N(Cc2cn(Cc3ccco3)nn2)CCS(=O)(=O)N1Cc1ccc(-c2ccc(F)cc2)cc1 (configuration not stated)	-3.2	-38%	-9	-10%	?	-19%	-4%	-2%	-1%
C[C@H](CO)N1C[C@H](C)[C@H](CN(C)S(=O)(=O)c2cccc(F)c2)OCc2ccccc2-c2c(n(C)c3ccccc23)C1=O	-5.0	-25%	2	-22%	11µM*	-28%	8%	7%	-14%
CN(C(=O)CSc1nc2ccccc2c(=O)n1-c1ccccc1Cl)C1CCS(=O)(=O)C1 (configuration not stated)	-0.5	i	-5	5%	55%[activator]	3%	18%	14%	-5%
CN(Cc1ccccc1)C(=O)C1CCN(S(=O)(=O)c2cccc3nsnc23)CC1	-4.3	-25%	2	9%	8%	1%	-3%	1%	3.4µM*
Cc1ccc(S(=O)(=O)N2C3C=CC(C3)C2C(=O)O)cc1 (configuration not stated)	-1.7	-6%	3	-4%	13%	1%	-1%	10%	-9%
O=C(C1=C[C@H](C2CC2)C[C@H](OCCCCO)O1)N1CCN(Cc2ccccc2)CC1	-0.5	-23%	-4	3%	2%	-51%	-4%	2%	-4%
CCOC(=O)c1ccccc1NC(=O)CSc1nc(N)cc(=O)[nH]1	2.0	i	-4	-5%	115%[activator]	23%	4%	10%	-6%
CCC(=O)NCCc1cc2ccc(C)c(C)c2[nH]c1=O	-1.8	i	5	13%	9%	3%	-2%	-8%	3%
Cc1cc(C)cc(CN2CCC(Oc3ccc(C(=O)N4CCCC4)cc3)CC2)c1	-1.7	?	3	-14%	10µM*	-30%	1%	-8%	-3%
